GDH-TPI counter – inhibits GDH-TPI coupling enzymes, artifact for Mtb FBA screen; inhibition, % at 4.8 µM; actives 1.2% (n = 360,000); GDH-TPI coupled enzyme counterscreen, NADH absorbance;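 further: 0% = DMSO wells and 100% = wells lacking the enzyme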
BioA inh – blocks M. tuberculosis BioA enzyme activity; purified M. tuberculosis BioA enzyme, plate reader; actives 0.096% (n = 360,000); inhibition, % at 9.99 µM; AID 602481; in the data active means inhibition above about 40%; inconclusive means no clear call, values can overlap the other calls
FadD28 FP inh – blocks FadD28 binding to the bisubstrate probe. fluorescence polarization. inhibition, % at 12.5 µM. actives 0.22% (n = 360,000); in the data active means inhibition above about 8.5%, passing the limit was not always enough; inconclusive means no clear call, values can overlap the other calls
PrPC surface inh – inhibitors of human cell surface prion protein PrPC. P04156. TR-FRET read-out. inhibition, % at 13.8 µM. actives 0.43% (n = 370,000); in the data active means inhibition above about 24%; further: 0% = median of the test wells and 100% = reference compound wells
CCHF vOTU inh – blocks the CCHF virus ovarian tumor domain protease; CCHFV vOTU protease, Pep-AMC fluorescence; inhibition, % at 11.5 µM; actives 0.55% (n = 370,000); further: 0% = vehicle wells with enzyme and 100% = no enzyme wells
Mtb UGM inh – inhibitors of M. tuberculosis UDP-galactopyranose mutase; P9WIQ1; purified UGM, fluorescence polarization probe displacement; inhibition, % at 10 µM; actives 0.06% (n = 320,000); in the data active means inhibition above about 10%, passing the limit was not always enough; inconclusive means no clear call, values can overlap the other calls
Target sequence (P9WIQ1 whole entry, looked up): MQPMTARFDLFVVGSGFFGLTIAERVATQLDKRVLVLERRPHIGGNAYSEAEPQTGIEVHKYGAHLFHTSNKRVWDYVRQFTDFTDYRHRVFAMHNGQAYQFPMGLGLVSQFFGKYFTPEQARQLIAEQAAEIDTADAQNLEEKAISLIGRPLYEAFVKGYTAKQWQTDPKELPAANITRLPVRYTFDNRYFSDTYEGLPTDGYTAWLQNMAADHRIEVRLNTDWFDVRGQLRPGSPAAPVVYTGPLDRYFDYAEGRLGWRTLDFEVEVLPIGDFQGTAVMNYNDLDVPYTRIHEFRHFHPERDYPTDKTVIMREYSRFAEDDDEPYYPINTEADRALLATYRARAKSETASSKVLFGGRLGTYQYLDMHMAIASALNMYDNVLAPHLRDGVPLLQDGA
BoNT A protease – inhibitors of Botulinum neurotoxin A light chain protease; inhibition, % at 10 µM; actives 0.17% (n = 360,000); multiplex microsphere protease substrate cleavage, flow cytometry; in the data active means inhibition above about 30%; inconclusive means no clear call, values can overlap the other calls; further: plate controls were buffer without enzyme for full effect and enzyme alone for no effect
FBA Mtb inh – inhibits M. tuberculosis FBA enzyme; P9WQA3; purified M. tuberculosis FBA, fluorescence read-out; inhibition, % at 1 µM; actives 2.3% (n = 360,000); AID 588726; in the data active means inhibition above about 27%;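 further: 0% = vehicle and 100% = reference inhibitor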
Target sequence (P9WQA3 whole entry, looked up): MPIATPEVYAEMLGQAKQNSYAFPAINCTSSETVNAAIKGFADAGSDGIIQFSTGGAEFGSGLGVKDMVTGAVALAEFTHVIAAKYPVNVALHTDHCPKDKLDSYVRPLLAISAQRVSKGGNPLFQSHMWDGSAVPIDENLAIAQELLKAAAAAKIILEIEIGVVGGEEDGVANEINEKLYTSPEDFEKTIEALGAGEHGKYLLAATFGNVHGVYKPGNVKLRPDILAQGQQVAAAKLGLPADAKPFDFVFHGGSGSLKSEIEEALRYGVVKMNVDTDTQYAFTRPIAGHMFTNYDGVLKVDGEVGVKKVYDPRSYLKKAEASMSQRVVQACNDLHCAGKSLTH
BoNT F protease – inhibitors of Botulinum neurotoxin F light chain protease; Multiplex microsphere protease cleavage assay, flow cytometry; inhibition, % at 10 µM; actives 0.22% (n = 360,000); in the data active means inhibition above about 35%, passing the limit was not always enough; inconclusive means no clear call, values can overlap the other calls; further: plate controls were buffer without enzyme for full effect and enzyme alone for no effect
Numbers without * were called inactive; u = inconclusive; x = no result given; & = joins results of further samples. Unless noted, no stated cut-off is given here; in the data, active means inhibition above about 30%; inactive means the rest.

structure | FBA Mtb inh | Mtb UGM inh | PrPC surface inh | BoNT A protease | FadD28 FP inh | CCHF vOTU inh | BoNT F protease | BioA inh | GDH-TPI counter
C#CCOCCOCCOCCNc1nc(N2CCN(C(=O)[C@H]([C@@H](C)CC)n3cc([C@@H](N)CO)nn3)CC2)nc(N2CCN(C(=O)[C@H](CCCCN)n3cc([C@@H](N)C(C)CC)nn3)CC2)n1 (stereo partly drawn) | 5 | -2.4 | 0 | 0.0 | -0.6 | -8 | -9 | 0.3 | 0
COc1ccc(C)cc1NC(=O)CN1C(=O)COc2ccc(S(=O)(=O)N3CCCCCC3)cc21 | -1 | 2.3 | 5 | -1.6 | -3.5 | 19 | -6 | -0.8 | -3
COc1cccc(N2CCN(C(=O)c3ccc4ccccc4c3)CC2)c1 | 2 | x | -2 | 0.8 | -1.2 | 8 | 3 | -0.1 | 7
COc1ccc(NC(=O)c2cc(-c3ccc(F)cc3OC(C)C)n[nH]2)c(OC)c1 | 0 | x | 10 | -0.2 | -1.6 | 7 | -6 | -0.8 | 9
COc1cccc(-c2cnc(C(O)c3ccc(F)cc3C)[nH]2)c1 (stereo not drawn) | 4 | x | 5 | -0.5 | -2.1 | 4 | -10 | 1.1 | 6
CCCCc1cn([C@@H](CCCCNC(=O)OC(C)(C)C)C(=O)N2CCN(C(=O)OC(C)(C)C)CC2)nn1 | 5 | 1.1 | 4 | 0.4 | -1.8 | 11 | -4 | 0.3 | 5
COc1ccc(NC(=O)CN(C)C(=O)CN2C(=O)NC3(CCCCC3)C2=O)cc1 | 2 | -1.6 | 1 | 0.1 | -2.0 | 2 | -4 | -1.3 | 3
Cc1ccccc1NC(=S)N(CCN1CCCCCC1)Cc1cccs1 | 1 | -0.8 | -5 | 0.3 | -0.7 | -40 | -6 | x | 10
CCN(Cc1ccccc1)C(=O)c1ccc(SC)cc1OC | -2 | -0.9 | -6 | -0.3 | -0.3 | 0 | -4 | x | -5
O=C(NCC1COc2ccccc2O1)C1(c2ccccc2)CCCC1 (stereo not drawn) | -3 | -1.4 | 4 | -1.1 | -1.5 | 5 | -7 | x | -5
O=C(NCCS(=O)(=O)NCCc1ccccc1)c1ccccc1 | 1 | 3.3 | 7 | 3.4 | -0.3 | -8 | -3 | -0.5 | -1
COc1cc(C(=O)Nc2ccc(-c3nnc(-c4ccco4)o3)cc2)cc(OC)c1OC | -4 | 2.8 | -7 | -0.2 | -5.0 | -3 | 3 | -0.5 | 25
Cc1c(NC(=O)c2cc(-n3cnnc3)ccc2Cl)cccc1-c1nc2ccccc2o1 | 2 | 0.3 | 7 | -0.4 | -0.7 | -7 | -19 | x | 5
Cc1nn(C)cc1CN(C)C(=O)c1nn2c(c1Br)NC(c1cccs1)CC2C(F)(F)F (stereo not drawn) | 3 | 1.8 | -1 | -0.2 | -4.6 | 3 | 2 | x | -9
O=C(Cc1ccccc1)NCCS(=O)(=O)N1CCN(c2cccc(Cl)c2)CC1 | -4 | 6.5 | 7 | x | -5.2 | 8 | x | -0.2 | 11
O=C(O)c1cc(S(=O)(=O)N2CCCCC2)ccc1N1CCOCC1 | 0 | 2.0 | -8 | 0.7 | -2.4 | -5 | 3 | -0.9 | 4
O=C(/C=C/c1ccc([N+](=O)[O-])cc1)c1cccs1 | -5 | 0.7 | -1 | -0.1 | -1.0 | -8 | 0 | -0.8 | 21
O=C(N/N=C/c1cccc([N+](=O)[O-])c1)c1ccccc1-n1cccc1 | -2 | 0.3 | -13 | -0.2 | -0.9 | 1 | -8 | x | 10
COC(=O)C1=NN(C(=O)c2cccc(Br)c2)C(O)(c2ccc(Cl)cc2)C1 (stereo not drawn) | -10 | 0.1 | 3 | -0.7 | 0.1 | 16 | -8 | 2.5 | 7
CCC(NC(=O)c1ccccc1NC(=O)c1ccccc1)C(=O)OC (stereo not drawn) | -6 | 2.0 | -1 | -1.1 | 0.1 | -3 | -2 | x | -2
COCCCNC(=O)CCc1nc(-c2ccccc2)no1 | -4 | 0.1 | -4 | 0.1 | -0.2 | -5 | 12 | -0.8 | 0
O=C(CSc1nnnn1C1CC2C=CC1C2)Nc1ccc(C(=O)O)cc1 (stereo not drawn) | -2 | x | 2 | -0.4 | -1.2 | -5 | 0 | x | -8
COC(=O)CNC(c1ccccc1)c1cc(Br)ccc1NC(C)=O (stereo not drawn) | 0 | 0.4 | 4 | 0.6 | -3.5 | -3 | -5 | x | -1
CNS(=O)(=O)c1cccc(C(=O)OCC(=O)Nc2ccc(OC)cc2[N+](=O)[O-])c1 | -1 | 2.5 | -32 | -0.4 | -3.5 | 7 | -2 | 3.0 | -6
Cn1c(O)c(C(C#N)=C2N=c3ccccc3=N2)c2ccccc21 | -6 | 0.6 | 5 | -2.1 | -3.2 | -15 | -9 | -0.8 | 7
C=C1CC(COc2ccc3c(C)c(Cl)c(=O)oc3c2)(c2ccccc2)OC1=O (stereo not drawn) | 121* | x | 16 | -0.2 | -5.0 | -27 | -2 | x | 19
CCc1ccc(C(=O)COC(=O)C2=NN(c3ccccc3)C(=O)CC2)cc1 | 3 | 1.5 | 2 | 0.4 | 0.3 | -6 | -4 | -3.0 | 12
CN(C)c1cc(N/N=C/c2ccccc2C(F)(F)F)nc(N(C)C)n1 | 1 | 2.4 | 5 | -2.7 | -0.1 | -1 | -14 | 0.4 | 11
NC(=O)CN1CCN(S(=O)(=O)c2ccc(Br)cc2)CC1 | 1 | -2.0 | 10 | 0.6 | -0.7 | -3 | 3 | 1.7 | -4
CCN1CCN(Cc2ccc(C(=O)Nc3ccc(C)c(NCc4cnc(NC(=O)OC)cn4)c3)cc2C(F)(F)F)CC1 | 6&-1 | 1.2 | -3&0 | 0.5&-0.8 | -5.3&-5.2 | 11&1 | -14&-20 | 6.9&0.0 | 8&3

Molecules above containing an aryl thioether with sulfur outside any ring:
structure | FBA Mtb inh | Mtb UGM inh | PrPC surface inh | BoNT A protease | FadD28 FP inh | CCHF vOTU inh | BoNT F protease | BioA inh | GDH-TPI counter
CCN(Cc1ccccc1)C(=O)c1ccc(SC)cc1OC | -2 | -0.9 | -6 | -0.3 | -0.3 | 0 | -4 | x | -5
O=C(CSc1nnnn1C1CC2C=CC1C2)Nc1ccc(C(=O)O)cc1 (stereo not drawn) | -2 | x | 2 | -0.4 | -1.2 | -5 | 0 | x | -8

Entries shown so far containing an NH in an aromatic ring (2):
structure | FBA Mtb inh | Mtb UGM inh | PrPC surface inh | BoNT A protease | FadD28 FP inh | CCHF vOTU inh | BoNT F protease | BioA inh | GDH-TPI counter
COc1ccc(NC(=O)c2cc(-c3ccc(F)cc3OC(C)C)n[nH]2)c(OC)c1 | 0 | x | 10 | -0.2 | -1.6 | 7 | -6 | -0.8 | 9
COc1cccc(-c2cnc(C(O)c3ccc(F)cc3C)[nH]2)c1 (stereo not drawn) | 4 | x | 5 | -0.5 | -2.1 | 4 | -10 | 1.1 | 6

The results go on.
structure | FBA Mtb inh | Mtb UGM inh | PrPC surface inh | BoNT A protease | FadD28 FP inh | CCHF vOTU inh | BoNT F protease | BioA inh | GDH-TPI counter
COc1ccc(C(=O)c2ccc([N+](=O)[O-])cc2)cc1S(=O)(=O)N1CCC(C(=O)O)CC1 | 0 | 1.5 | -56 | -0.7 | 2.3 | -3 | u | 5.9 | 4
C[N+](C)(C)Cc1ccccc1 | -1 | 0.6 | -4 | -0.7 | -0.5 | 2 | -9 | -0.1 | 6
CN1C(=O)Cn2c1nc1ccccc12 | -2 | 0.7 | -4 | -0.3 | 0.4 | -2 | -4 | -0.9 | 7
Cc1ccc(S(=O)(=O)N2CCC(C(=O)NCCc3ccccc3)CC2)cc1 | -1 | 1.3 | 0 | -2.8 | -2.3 | 4 | -29 | -0.1 | 4
O=[N+]([O-])c1cc(Cl)c2cccnc2c1O | -9 | 7.5 | -16 | -3.2 | 1.0 | 23 | -5 | x | 6
Cc1ncc(CSc2nnnn2-c2ccccc2)c(N)n1 | 2 | -1.9 | 1 | 0.2 | -3.6 | -7 | -9 | 0.4 | 3
O=C(Nc1cccc(S(=O)(=O)NC2=NCCC2)c1)c1ccccc1OC(F)F | 2 | x | 6 | x | -1.8 | -3 | x | -1.6 | -2
COC(=O)C12CCc3cc(OC)ccc3C1=CC(=O)C2 (stereo not drawn) | 95* | x | -3 | -0.5 | -0.2 | -72 | -9 | 3.9 | 34*
O=C1C(c2ccncc2)=C(O)c2ccccc21 | -6 | -2.0 | -19 | -1.2 | -0.1 | 16 | -4 | -0.8 | 22
Cc1ccc(S(=O)(=O)NC(=O)NCc2ccco2)cc1 | 2 | x | -4 | 0.0 | -1.5 | -3 | 1 | -1.8 | 9
Cc1ccc2nc(Cl)c(/C=N/NC(=O)c3ccccc3O)cc2c1 | 0 | -0.3 | -6 | -0.8 | -2.5 | 4 | -8 | 0.3 | 26
C=CCn1c(N)c(C(=O)Nc2ccccc2OC)sc1=S | -4 | -0.4 | -2 | -0.7 | -1.4 | 4 | -1 | 1.7 | -1
COc1ccccc1CC(NC(C)=O)C(=O)NC1CCN(C(=O)Nc2ccccc2F)CC1 (stereo not drawn) | -2 | -2.5 | 0 | -1.9 | -1.1 | -2 | -1 | 2.6 | 15
O=C(CN1CCOCC1)NCCC12CC3CC(CC(C3)C1)C2 | -12 | -2.8 | 5 | -0.2 | -3.6 | 10 | 18 | -0.6 | -12
COc1ccc(OC)c(/C=N/NC(=O)c2cc3c(OC)cccc3[nH]2)c1 | 6 | 3.6 | -11 | 1.4 | -1.5 | 0 | u | x | 61*
N#CC1=C(N)n2c(s/c(=C\c3ccco3)c2=O)=C(C#N)C1c1ccco1 (stereo not drawn) | -1 | 2.7 | 1 | 1.6 | u | 17 | 8 | x | 33*
COc1ccc(CC(=O)N2CCCC(CNC(=O)c3ccccc3Cl)C2)cc1 (stereo not drawn) | -5 | 1.4 | 8 | -0.3 | -1.2 | 0 | -6 | x | 0
CS(=O)(=O)Nc1ccc(C(=O)N2CCCC2)cc1 | 4 | -1.3 | 4 | -0.1 | -4.6 | -11 | 1 | -3.3 | -8
CCCCOc1ccccc1C1C(C(=O)OC)=CN(CC)C=C1C(=O)OC | 63* | -0.8 | 8 | -0.2 | 2.7 | -110 | -2 | -1.4 | 20
O=C(CCC(=O)Nc1ccccc1)NNC(=O)C(c1ccccc1)c1ccccc1 | 1 | -1.5 | -4 | -0.1 | -2.3 | -5 | -2 | -2.3 | 4
COc1cccc(/C=C2\SC(=S)N(C(Cc3ccccc3)C(=O)O)C2=O)c1 (stereo not drawn) | 1 | -0.2 | 1 | 0.2 | -6.2 | 18 | 0 | x | -3
CCc1ccc(NS(=O)(=O)c2ccc3[nH]c(=O)[nH]c3c2)cc1 | 7 | 0.1 | 14 | 0.3 | 1.0 | 0 | 1 | -6.7 | 3
N#Cc1ccc(-c2cccc3nccn23)cc1 | 178* | x | 8 | 0.1 | -3.3 | -204 | 0 | 2.1 | 4
N#CC(=C1CCCC1)c1nc(-c2ccc(Cl)cc2)cs1 | -2 | -2.0 | 5 | -0.5 | -2.8 | -6 | -5 | -0.1 | 2
CC(C)(C)c1ccc(C(=O)CCCSC2=C(C#N)C(c3ccco3)C3=C(CCCC3=O)N2)cc1 (stereo not drawn) | 0 | 0.6 | 12 | u | -0.9 | 4 | -6 | -2.2 | 8
CC1CCN(C(=O)COC(=O)c2cc3ccccc3cc2O)CC1 | 1 | -4.3 | 4 | 0.0 | -5.1 | 7 | -10 | x | 0
CCOc1ccccc1Nc1ccc(C(=O)O)cc1NC(C)=O | 2 | 1.2 | 6 | 0.3 | -5.0 | 9 | -2 | 0.9 | 0
Cc1cc(C)cc(C(=O)Oc2coc(CSc3nnc(NC(=O)C4CC4)s3)cc2=O)c1 | 6 | -4.3 | 0 | 38* | -0.6 | -28 | 5 | x | 3
Cc1ccc2nsnc2c1NC(=O)COc1ccccc1 | 3 | 0.7 | -13 | -0.1 | -3.1 | -8 | -6 | 0.3 | 7
CC1(C)Oc2ccc(C(=O)NC3CCCC3)cc2N(CC(=O)N2CCOCC2)C1=O | -3 | -2.9 | -2 | -0.5 | -1.9 | 1 | -1 | -0.5 | -8
Brc1ccc(-c2cn3cccnc3n2)cc1 | 139* | 1.7 | -14 | -1.1 | -3.8 | -109 | -14 | -1.4 | 17

Source: PubChem BioAssay (several laboratories)
